# CatB inh: human cathepsin B inhibition; P07858; purified cathepsin B, fluorogenic substrate, fluorescence; inhibition, %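 (tested at 10 µM)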; 63,000 compounds, 0.1% hits; AID 453; in the data active means inhibition above about 21%;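 further: 0% = enzyme with no compound and 100% = no enzyme blank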
# AP complement: orthogonal test for alternative complement pathway inhibitors. Human serum alternative complement pathway, LPS-coated ELISA, C3 deposition; tested in compound mixtures. inhibition, % at 5 µM. 62,000 compounds, 0.08% hits;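 active means inhibition above 30% in each of the two pooled mixtures holding the compound, so the lower value exceeds 30%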;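 further: 0% = serum in Mg-EGTA without compound and 100% = EDTA serum blank; some compounds past the cut are filed as inactive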
#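 Test system: human serum complement alternative pathway, C3 deposition onto LPS / Medium: Mg2+-EGTA GVB++ buffer containing human serum at 1:15 dilution / Probe or stimulus: Plate-bound LPS / Times: 1 h at 37 °C / Signal: ELISA with HRP anti-human C3 antibody, TMB substrate, absorbance 450 nm / Measure: percent inhibition / Repeats: two pool placements per compound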
# CatB mix inh: inhibitors of human cathepsin B in compound mixtures. P07858. Purified cathepsin B, AMC dipeptide fluorescence. inhibition, %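 (ten-compound pools at 5 µM per compound and 50 µM total)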. 62,000 compounds, 0.06% hits. AID 488; in the data active means inhibition above about 22%, passing the limit was not always enough;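 further: 0% = enzyme without compound and 100% = no enzyme blank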
# CatS block: human cathepsin S inhibition; inhibition, %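 (tested at 5 µM per compound within 10-compound mixtures)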; AID 501; 62,000 compounds, 0.06% hits; recombinant cathepsin S, AMC dipeptide fluorescence, pooled mixtures; P25774; in the data active means inhibition above about 32%, passing the limit was not always enough;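 further: 0% = enzyme without compound and 100% = blank without enzyme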
# C1s inh: blocks human complement C1s protease activity; mean inhibition % of two 10-compound mixtures (active compounds read high), % at 5 µM (by protocol); P09871; 62,000 compounds, 0.16% hits; purified C1s, fluorogenic AMC substrate, pooled mixtures;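 active means inhibition above 20% in each of the two 10-compound mixture wells holding the compound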;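 further: 0% = enzyme wells lacking compound mixture and 100% = no-enzyme blank wells; some compounds called inactive have numbers as strong as hits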
# FXIa mix inh: inhibitors of human coagulation factor XIa, pooled mixtures; P03951; purified FXIa, fluorogenic substrate; inhibition, % at 5 µM; 62,000 compounds, 0.19% hits; AID 680;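 further: each value is inhibition by a whole ten-compound pool holding the compound; 0% = enzyme with no mixture and 100% = wells lacking enzyme; strong numbers were not always called active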
# Target sequence (P03951 19-387 limits assumed): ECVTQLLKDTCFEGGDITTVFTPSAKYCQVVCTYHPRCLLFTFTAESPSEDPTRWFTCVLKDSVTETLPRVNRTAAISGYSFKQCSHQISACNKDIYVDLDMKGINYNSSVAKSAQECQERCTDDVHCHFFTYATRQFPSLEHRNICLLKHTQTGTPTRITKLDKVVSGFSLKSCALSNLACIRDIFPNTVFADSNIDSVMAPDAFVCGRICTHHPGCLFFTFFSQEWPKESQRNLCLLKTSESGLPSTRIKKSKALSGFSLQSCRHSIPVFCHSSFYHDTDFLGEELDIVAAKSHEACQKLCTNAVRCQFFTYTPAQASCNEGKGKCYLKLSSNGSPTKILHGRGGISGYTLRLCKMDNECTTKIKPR
# Target sequence (P03951 388-625 limits assumed): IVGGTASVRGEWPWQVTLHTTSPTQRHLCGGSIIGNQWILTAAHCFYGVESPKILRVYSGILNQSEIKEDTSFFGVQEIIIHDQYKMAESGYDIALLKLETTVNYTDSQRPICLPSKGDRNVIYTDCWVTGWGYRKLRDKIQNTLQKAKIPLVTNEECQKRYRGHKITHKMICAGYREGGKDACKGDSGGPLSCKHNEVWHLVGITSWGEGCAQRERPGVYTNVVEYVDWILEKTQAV
# Cathepsin G inh: cathepsin G (human) inhibition; purified enzyme, AMC-tetrapeptide fluorescence, pooled mixtures; P08311; inhibition, % at 5 µM (by protocol); 62,000 compounds, 0.2% hits; AID 581;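 active means inhibition above 20% in each of the two mixture wells holding the compound; inactive means inhibition of 20% or less in either well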;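 further: 0% = enzyme control without mixture and 100% = blank lacking enzyme; strong numbers were not always called active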
# Target sequence (P08311 21-244 limits assumed): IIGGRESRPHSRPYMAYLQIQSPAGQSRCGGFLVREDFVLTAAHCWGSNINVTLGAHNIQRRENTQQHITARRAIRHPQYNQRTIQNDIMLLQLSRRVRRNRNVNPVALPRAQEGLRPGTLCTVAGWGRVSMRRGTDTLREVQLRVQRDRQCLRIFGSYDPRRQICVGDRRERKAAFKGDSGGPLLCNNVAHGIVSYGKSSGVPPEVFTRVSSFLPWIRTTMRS
# FXIIa mix inh: factor XIIa (human) inhibition, mixture screen; inhibition, % at 5 µM; 62,000 compounds, 0.2% hits; purified FXIIa, fluorogenic substrate, pooled mixtures;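 further: 0% = enzyme without compound and 100% = no enzyme blank; some results filed as inactive read as strong as hits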
# CatL inh: inhibitors of human cathepsin L; AID 460; inhibition, %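 (tested at 10 µM)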; P07711; 58,000 compounds, 0.17% hits; purified cathepsin L, fluorogenic substrate, fluorescence; in the data active means inhibition above about 45%;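 further: 0% = enzyme with no compound and 100% = no enzyme blank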
# Target sequence (P07711 114-288 limits assumed): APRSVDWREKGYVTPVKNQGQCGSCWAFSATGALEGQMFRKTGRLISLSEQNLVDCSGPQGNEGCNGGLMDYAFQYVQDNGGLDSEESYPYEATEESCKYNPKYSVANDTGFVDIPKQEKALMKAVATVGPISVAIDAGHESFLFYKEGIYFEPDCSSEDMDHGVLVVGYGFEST
# Target sequence (P07711 292-333 limits assumed): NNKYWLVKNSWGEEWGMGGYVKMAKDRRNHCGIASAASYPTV
# * hit, by the source's call; . = not tested or not shown. Unless noted, no stated cut-off is given here; in the data, active means inhibition above about 20% (passing the limit was not always enough); inactive means the rest. An excerpt; the hit share may differ from the screen's.
SMILES,CatB inh,AP complement,CatB mix inh,CatS block,C1s inh,FXIa mix inh,Cathepsin G inh,FXIIa mix inh,CatL inh
Cc1noc(C)c1COc1ccc(C(=O)OCC(=O)NC(=O)C2COc3ccccc3O2)cc1 (centres undefined),2,21,6,2,12,7,12,6,5
CCOc1cc(-c2conc2N)cc(OCC)c1OCC,1,12,-9,-5,-5,-2,8,7,-14
CCOC(=O)c1cc2c(=O)n3cccc(C)c3nc2n(Cc2ccccc2Cl)c1=N,0,-7,-1,18,-16,6,-6,0,-46
CN(C)S(=O)(=O)c1ccc2c(c1)c(=O)c(C(=O)NCCCN1CCCCCC1)cn2C,2,4,2,10,0,0,-2,3,33
COc1ccc(OC)c(C(=O)c2coc3ccc(O)c(CN4CCOCC4)c23)c1,4,2,5,7,8,5,11,7,10
COc1cccc(S(=O)(=O)Nc2ccc3sc(C)nc3c2)c1,0,18,-2,7,4,5,0,-17,15
CCCC(=O)Nc1cc(=O)[nH]c2ncnn12,0,-1,5,-4,-11,1,-9,-17,0
Cc1ccc(Nc2nc(C(=O)N3CCC(C(=O)N4CCN(C)CC4)CC3)cs2)cc1,-4,15,-7,7,-35,-4,-3,5,9
COc1cc(C(=O)NCCc2ccc3c(c2)OCCO3)ccc1OCC(=O)N1CCOCC1,2,0,3,2,-1,7,0,6,12
COc1ccc(NC(=O)CSc2nnc(CNc3ccc(F)cc3)o2)c(OC)c1,2,2,-1,16,1,-6,11,4,19
CCC(c1nc2ccccc2c(=O)n1-c1cccnc1)N1C(=O)c2ccccc2C1=O (centres undefined),-4,14,6,-1,2,4,0,1,2
CCC(CO)NCCNC(CC)CO (centres undefined),-3,8,3,-3,5,1,1,4,-3
N#Cc1c(N)nc(-c2ccccc2)nc1-c1ccccc1,0,12,2,-6,17,10,27,-19,-5
CCC(=O)Nc1ccc(S(=O)(=O)c2ccc(NC(=O)CC)cc2)cc1,6,14,4,-8,4,3,6,5,4
O=C(Cc1cccs1)Nc1ccc2c(c1)C(=O)OC2,0,13,7,-1,-27,12,2,1,-6
CCCCc1c(O)nc(SCCN(C)C)n(-c2ccccc2)c1=O,7,-1,1,14,-49,-3,4,-18,18
COC(=O)c1ccc(CN2C(=O)NC3(CCC(C)CC3)C2=O)o1 (centres undefined),3,2,1,5,5,1,9,-8,14
CS(=O)(=O)c1ccc2nc(NC(=O)Oc3ccccc3)sc2c1,-2,6,33,-1,8,22,11,11,-4
COc1ccc(CCNC(=O)c2cc(-c3ccccc3)on2)cc1OC,2,17,2,-14,7,7,9,47*,6
COc1ccc(OC)c(S(=O)(=O)N2CCC(C(=O)NCc3ccccc3OC)CC2)c1,1,14,4,-5,13,7,7,6,-3
CCOC(=O)c1cnc(-c2cccc(OC)c2)[nH]c1=O,0,-3,7,-2,2,2,0,5,-2
Cc1occc1-c1nnc(SCC(=O)NCCc2ccccc2)n1Cc1ccccc1,-1,13,4,-9,15,3,11,2,6
Cc1c(C2(O)C(=O)Nc3ccc(F)cc32)c(=O)n(-c2ccccc2)n1C (centres undefined),2,9,-1,0,-56,-6,0,2,21
Nc1nc(SCC(=O)NCc2ccccc2)n[nH]1,0,17,8,-9,-9,8,7,7,0
O=C(NC1=NCCS1)Nc1ccccc1,-2,7,3,3,-22,-6,-3,1,-7
C=CCN1C(=O)CN=C1NCc1ccccc1,3,1,1,2,11,9,11,5,-4
COc1ccccc1C1CC(c2ccc(F)cc2)Nc2ncnn21 (centres undefined),-2,27,3,15,10,8,-1,-4,-17
COC(=O)c1ccc(CSc2nc3c(cnn3-c3ccc(C)c(C)c3)c(=O)[nH]2)o1,1,0,3,2,14,5,11,5,6
CCC(c1nnnn1Cc1ccco1)N1CCN(C(=O)c2ccco2)CC1 (centres undefined),8,-13,3,20,6,-3,-9,2,17
COc1ccc(-c2cn3c(C)c(C(=O)Nc4cc(NC(C)=O)ccc4OC)sc3n2)cc1,-4,3,0,7,-13,14,3,7,-12
COc1ccc(CCNc2oc(Cc3cccc4ccccc34)nc2C#N)cc1OC,0,5,-3,6,12,45,33,-1,7
CCOC(=O)Cc1csc(NC(=O)c2c(O)c3ccccc3n(C)c2=O)n1,1,22,6,-1,19,8,11,-4,-2
CCC(CC)NCc1ccc(OC)cc1OC,6,13,1,-3,2,-3,8,-18,5
CCOC(=O)c1ccc(N=C2NC(=O)CS2)cc1,5,3,2,-5,2,5,7,0,-1
COC(=O)c1ccc(COc2cccc(OC)c2)o1,0,20,-2,6,-3,5,-3,-2,13
CCN1CCN(C(=O)c2ccc3c(=O)n(Cc4ccccc4OC)c(=S)[nH]c3c2)CC1,-7,16,6,0,33,28,12,-7,1
Cc1ccc(-n2c3c(cc(C(=O)Nc4cccc(C)n4)c2=O)C(=O)CCC3)cc1,4,-11,4,19,-30,-2,-12,-2,-2
O=C(CSCc1cnn(-c2ccccc2)c1-n1cccc1)NCC1CCCO1 (centres undefined),4,1,-3,-11,-21,-5,-2,-3,-3
CSCCC1NC2(C(=O)Nc3c(C)cc(Cl)cc32)[C@@H]2C(=O)N(C3CCCC3)C(=O)[C@H]12 (some centres undefined),1,-1,2,10,6,3,4,3,-3
O=C(NC1CCCCCC1)C1CCN(S(=O)(=O)c2cccc3cccnc23)CC1,-5,12,-2,-3,-1,0,-4,7,0
CCOC(=O)C1CCN(C(=O)CN(C)S(=O)(=O)c2cc(C)ccc2OC)CC1,4,9,-2,0,-18,-4,-5,3,9
CCCC(=O)n1nc(-c2ccc(Cl)cc2)nc1SC,1,-1,9,19,8,12,5,1,-4
COc1ccccc1NC(=O)CSc1nnc(C)n1CCc1ccccc1,2,8,5,2,16,3,8,-2,15
Cc1cccc2cc(CN(CC3CCCO3)C(=O)c3ccco3)c(=O)[nH]c12 (centres undefined),0,8,-2,-2,-2,-1,10,3,7
CSCCC1C(C#N)=C(N)Oc2n[nH]c(-c3cccs3)c21 (centres undefined),-2,13,3,-3,9,3,8,-27,-9
CCn1c(O)c(C=NCCN2CCOCC2)sc1=S,3,5,-1,17,-9,7,0,1,-5
COc1ccc(CN(C(=O)c2oc3ccccc3c2C)C2CCS(=O)(=O)C2)cc1OC (centres undefined),3,12,4,1,7,4,10,0,.
CN(C)CCNC(CC(=O)Nc1ccc(Cl)c(Cl)c1)C(=O)O (centres undefined),-4,1,-1,2,-12,1,-2,-5,16
O=C(CSc1ncn(-c2ccccc2)n1)NCc1ccccc1,2,3,5,15,17,12,12,0,1
Cn1c(SCc2nc3ccccc3n2CCO)nc2ccccc21,0,8,-1,2,13,7,8,3,-3
C=CCn1c(=O)c2c(nc3n2CCS3)n(C)c1=O,-3,13,0,11,-6,0,-3,15,19
CC1CN(C(=O)CN2C(=O)c3ccccc3S2(=O)=O)CC(C)O1 (centres undefined),4,4,3,-3,16,3,5,11,-7
Cc1cc2c(cc(C(=O)NCCCN3CCOCC3)n2Cc2ccc(Cl)cc2)o1,1,7,0,12,3,8,1,7,.
c1coc(-c2nnc(SCc3nc4ccccc4[nH]3)o2)c1,3,0,5,17,2,4,-2,9,16
Cc1cc(N2CCCC2=O)c(N)cc1N,4,11,3,0,16,2,10,1,10
CN(C)S(=O)(=O)c1cccc(C(=O)C2=C3SC=C(c4ccccc4)N3CC2)c1,-1,3,-1,-5,-15,-5,4,12,5
Cc1ccccc1C1CC(=O)NC2=C1C(=O)CCC2 (centres undefined),4,0,1,11,14,3,13,6,2
CCCCC(=O)Nc1ccc2oc(-c3ccncc3)nc2c1,4,4,-3,-9,-40,2,-1,5,-6
COc1ccc(C2C3=C(CCCC3=O)Nc3nc(-c4cc(OC)c(OC)c(OC)c4)nn32)cc1OC (centres undefined),2,14,0,-6,14,10,8,4,-6
COc1cc2c(N3CCOCC3)cc(O)c(CC(=O)Nc3ccccc3)c2cc1OC,1,-2,-3,7,-23,-2,-4,1,-2
# Going on with the list:
SMILES,CatB inh,AP complement,CatB mix inh,CatS block,C1s inh,FXIa mix inh,Cathepsin G inh,FXIIa mix inh,CatL inh
NC(=O)C1(N2CCCCC2)CCN(c2ccc3nnc(-c4ccccc4)n3n2)CC1,-1,11,-2,3,-1,-4,6,1,.
CCS(=O)(=O)N1CCCC(C(=O)NCCN(C)Cc2ccccc2)C1 (centres undefined),1,6,0,-3,-54,5,5,9,-4
O=c1cc(-c2c(F)c(F)c(F)c(F)c2F)oc2c(F)c(F)c(F)c(F)c12,-4,8,5,19,-3,7,-3,5,6
CCCc1nc2c3cnn(-c4cccc(Cl)c4)c3ncn2n1,-3,6,1,5,4,15,14,6,-6
O=C1c2ccccc2C(=O)N1CCCCCc1nc(-c2ccccc2)no1,0,6,-1,2,-32,-4,-14,-2,-4
C=CCN1C(=O)CN=C1Nc1cc(C)ccc1C,2,12,3,8,4,-1,10,7,16
CC(=O)c1cc2c(cc1NC(=O)C1CC=CCC1C(=O)O)OCO2 (centres undefined),2,3,5,-7,17,7,10,-1,.
CCOc1cccc(C(=O)N(Cc2ccco2)C2CCS(=O)(=O)C2)c1 (centres undefined),-1,11,7,0,5,8,2,6,6
COc1ccc(F)cc1S(=O)(=O)N1CCC(C(N)=O)CC1,2,21,5,-1,7,2,9,3,-3
O=C(NCc1cccnc1)C1CCCCN1S(=O)(=O)c1ccc(F)cc1 (centres undefined),-2,3,-2,-3,-14,-5,-3,4,9
Cc1csc2ncc(C(=O)NCc3ccc4c(c3)OCO4)c(=O)n12,4,17,1,-2,13,7,8,2,4
CCC(Cc1ccccc1)NC(=O)CN1C(=O)CSc2ncccc21 (centres undefined),-1,-6,-3,4,13,1,14,14,.
O=c1oc2ccccc2n1CCn1c2ccccc2c2nc3ccccc3nc21,4,-1,9,16,-11,0,-2,15,-3
Cc1ccc(Nc2nc(Oc3ccc(OCc4ccccc4)nn3)nc(N3CCOCC3)n2)cc1,0,5,5,9,16,5,13,6,-3
CC1CN(c2oc(-c3ccco3)nc2C#N)CC(C)O1 (centres undefined),-4,21,-4,-5,-8,5,-5,2,-4
Cc1cccc(C)c1NC(=O)N1CC=C(n2c(=O)[nH]c3ccccc32)CC1,-1,15,2,-4,-3,4,20,19,1
C=CCNc1nc2ccccc2nc1NS(=O)(=O)c1cccs1,-4,-14,1,0,-13,5,-7,0,-11
CCOC(=O)c1cn(CC)c2ccc(S(=O)(=O)N3CCC(C)CC3)cc2c1=O,-1,-2,-2,16,-8,-6,1,7,4
CCn1c(SCC(=O)NCCc2ccc(F)cc2)nnc1-c1cccs1,3,21,-3,-16,-69,-12,-5,4,-4
Cc1ccc(S(=O)(=O)N(CC(O)CN2CCOCC2)c2cc(Cl)ccc2Cl)cc1 (centres undefined),7,-5,-2,-6,-45,7,5,5,8

# A section taken from the entries so far:
SMILES,CatB inh,AP complement,CatB mix inh,CatS block,C1s inh,FXIa mix inh,Cathepsin G inh,FXIIa mix inh,CatL inh
CCC(Cc1ccccc1)NC(=O)CN1C(=O)CSc2ncccc21 (centres undefined),-1,-6,-3,4,13,1,14,14,.
O=c1oc2ccccc2n1CCn1c2ccccc2c2nc3ccccc3nc21,4,-1,9,16,-11,0,-2,15,-3

# Arranged by the number under Cathepsin G inh (high to low): some entries from above.
SMILES,CatB inh,AP complement,CatB mix inh,CatS block,C1s inh,FXIa mix inh,Cathepsin G inh,FXIIa mix inh,CatL inh
CCC(Cc1ccccc1)NC(=O)CN1C(=O)CSc2ncccc21 (centres undefined),-1,-6,-3,4,13,1,14,14,.
C=CCN1C(=O)CN=C1Nc1cc(C)ccc1C,2,12,3,8,4,-1,10,7,16
CCOc1cccc(C(=O)N(Cc2ccco2)C2CCS(=O)(=O)C2)c1 (centres undefined),-1,11,7,0,5,8,2,6,6
O=C(NCc1cccnc1)C1CCCCN1S(=O)(=O)c1ccc(F)cc1 (centres undefined),-2,3,-2,-3,-14,-5,-3,4,9
